# Screening data (PubChem)
# HePTP inhibitor = blocks human HePTP tyrosine phosphatase | P35236 | recombinant HePTP phosphatase activity, OD absorbance | inhibition, % at 20 µM | hit rate 0.64% among 110,000 | AID 521; in the data active = inhibition above about 50%;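 note: plate controls were vehicle for no effect and reference inhibitor for full effect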
# Target sequence (P35236 whole entry, looked up): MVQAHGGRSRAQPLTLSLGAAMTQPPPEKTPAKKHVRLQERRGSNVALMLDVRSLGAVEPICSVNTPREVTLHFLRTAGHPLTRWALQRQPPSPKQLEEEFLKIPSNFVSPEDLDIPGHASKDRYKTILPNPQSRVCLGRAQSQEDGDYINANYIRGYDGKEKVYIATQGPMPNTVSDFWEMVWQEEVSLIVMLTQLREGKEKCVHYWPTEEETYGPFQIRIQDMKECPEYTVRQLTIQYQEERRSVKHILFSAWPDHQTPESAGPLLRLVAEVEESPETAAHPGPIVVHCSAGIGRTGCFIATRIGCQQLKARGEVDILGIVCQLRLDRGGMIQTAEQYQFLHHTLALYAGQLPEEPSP
# BAP1 block = human BAP1 deubiquitinase inhibition; AID 436; activity remaining (% of control), % at 20 µM; Q92560; recombinant BAP1, Ub-AMC hydrolysis fluorescence kinetic; hits give low values; hit rate 0.48% among 72,000;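 active = activity remaining at or below 50% of control, provided the compound also passes the data quality filters; inactive = the rest, including low values that fail the filters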;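 note: 100% = DMSO wells rate and 0% = substrate alone blank rate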
# Target sequence (Q92560 whole entry, looked up): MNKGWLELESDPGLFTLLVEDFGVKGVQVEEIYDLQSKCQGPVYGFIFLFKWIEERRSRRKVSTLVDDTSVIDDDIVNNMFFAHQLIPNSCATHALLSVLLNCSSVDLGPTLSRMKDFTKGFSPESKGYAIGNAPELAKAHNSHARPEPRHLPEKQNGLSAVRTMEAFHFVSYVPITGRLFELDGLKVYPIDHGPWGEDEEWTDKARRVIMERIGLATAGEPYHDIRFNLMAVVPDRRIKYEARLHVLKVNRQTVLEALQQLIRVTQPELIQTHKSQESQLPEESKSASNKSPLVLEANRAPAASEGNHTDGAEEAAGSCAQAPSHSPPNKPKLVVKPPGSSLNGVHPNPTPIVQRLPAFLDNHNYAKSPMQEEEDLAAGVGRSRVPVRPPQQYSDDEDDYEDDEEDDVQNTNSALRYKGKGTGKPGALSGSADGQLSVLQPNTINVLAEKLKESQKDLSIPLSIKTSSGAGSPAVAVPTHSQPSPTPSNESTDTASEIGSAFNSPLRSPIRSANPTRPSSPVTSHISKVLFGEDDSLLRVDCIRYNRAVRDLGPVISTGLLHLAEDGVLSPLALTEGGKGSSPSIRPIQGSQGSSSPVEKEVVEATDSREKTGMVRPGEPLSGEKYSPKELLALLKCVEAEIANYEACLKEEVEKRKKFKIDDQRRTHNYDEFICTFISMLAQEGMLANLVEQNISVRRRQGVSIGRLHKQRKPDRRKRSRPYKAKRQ
# * hit, by the source's call; i = inactive; . = no result given; & = joins results of further samples. Compounds as they come; any-hit rate near 0.83%.
smiles	HePTP inhibitor	BAP1 block
Cc1cccc(-n2c(SCC(=O)Nc3ccc4c(c3)OCO4)nnc2-c2ccoc2C)c1	1.3	87.0
CCc1ccc(NC(=O)C(=O)NCCCN2CCOCC2)cc1	10.8	.
CCOc1ccc(/C=N/N2CCN(c3ccccc3OC)CC2)cc1OC	-8.2	.
O=C(NCCCN1CCN(Cc2ccccc2)CC1)c1nnc(Cc2c(F)cccc2Cl)o1	7.5	118.7
CCOC(=O)c1cc(-c2ccc(N)cc2)nc2ccc(Br)cc12	10.2	.
CCOC(=O)c1ccc(N2C(=O)c3n[nH]c(C)c3C2c2ccc(OC)cc2OC)cc1 (configuration not stated)	.	81.8
CCC(C)Cn1c(S(=O)(=O)O)nc2ccccc21 (configuration not stated)	-9.5	102.2
COC(=O)C1=CNC=C(C(=O)OC)C1c1ccc(Cl)cc1	-0.9	473.5
Cc1c(NC(=O)c2ccc(Br)o2)cccc1-c1nc2ccccc2s1	5.5	.
C/C(CC(=O)Nc1cccc(F)c1)=N\NC(=O)c1ccc(O)cc1O	-16.5	.

# Later entries:
smiles	HePTP inhibitor	BAP1 block
CC(=O)Nc1ccc(S(=O)(=O)N2CCCN(S(=O)(=O)c3ccc(NC(C)=O)cc3)CC2)cc1	1.1	84.9
Cc1ccc2nc(-c3ccc(NC(=O)c4ccccc4-c4ccccc4C(=O)O)cc3)sc2c1	10.5	.
COc1cc(C(=O)NCCC(=O)NCCCN2CCCCC2C)cc(OC)c1OC (configuration not stated)	5.7	98.3
O=C(CCCSc1nc2sc3c(c2c(=O)[nH]1)CCCC3)NCCCO	-4.0	.
O=C1/C(=C\c2ccc(O)cc2)SC(=S)N1c1cccc(C(F)(F)F)c1	10.0	.
CCN(CC)c1ccc2cc(C(=O)Nc3ccc(-n4cnnn4)c(OC)c3)c(=O)oc2c1	9.8	.
COc1cc(OC)c(-c2nc3sc4c(c3c(=O)[nH]2)CCCC4)cc1Br	-0.1	.
COC(=O)c1[nH]c2ccc(C)cc2c1NC(=O)C(C)N1CCN(C2CCCCC2)CC1 (configuration not stated)	2.5	.
O=C(CN1C(=O)c2ccccc2C1=O)N1CCN(c2nnc(-c3ccccc3)c3ccccc23)CC1	.	69.0
CCOC(=O)C(C(=O)Nc1nc2ccccc2s1)C1CCCCC1 (configuration not stated)	.	101.0

# (cont.)
smiles	HePTP inhibitor	BAP1 block
O=C(c1cccc(Br)c1)N1N=C(C(F)(F)F)CC1(O)c1ccc(Cl)cc1 (configuration not stated)	-16.2	.
O=C(c1ccco1)N1CCN(c2ncnc3c(-c4ccccc4)nsc23)CC1	0.2	.
Cc1nc(C)c(-c2csc(Nc3ccc(O)cc3)n2)s1	6.6	.
Cc1ccc(N(CC(=O)Nc2cccc3ccccc23)S(=O)(=O)c2ccc(F)cc2)cc1	1.8	.
O=C1N=C(N2CCOCC2)S/C1=C\c1ccoc1	-15.3	.
COc1ccc(Br)cc1C1CC(=O)N2CN(Cc3ccccc3)CSC2=C1C#N (configuration not stated)	0.8	82.7
CC(C)(C)c1cc(Br)ccc1OCC(=O)Nc1ccccc1Cl	2.7	.
COc1ccccc1OCCOc1ccc(Br)cc1/C=N/n1cnnc1	-1.2	.
CC(C)OCCCNC(=O)c1ccncc1	2.2	104.0
N#C/C(=C/c1ccc(I)o1)C(=O)Nc1ccccc1Cl	-8.9	.

# More results.
smiles	HePTP inhibitor	BAP1 block
COc1ccc(C2(C)SC(NC(C)=O)=NN2C(C)=O)cc1 (configuration not stated)	-0.5	.
COc1ccc(Cl)cc1N1CC(c2nc3ccccc3[nH]2)CC1=O (configuration not stated)	10.5	97.0
O=S(=O)(c1ccc(OCC(O)CN2CCC(Cc3ccccc3)CC2)cc1)N1CCOCC1 (configuration not stated)	0.2	100.3
O=C(NCCOc1ccccc1F)c1ccc(Br)cc1	9.6	.
COc1cc(/C=N/NC(=O)c2sc(N)nc2C)ccc1O	4.7	.
O=C(Nc1cc(Cl)c(Cl)cc1Cl)c1ccccc1[N+](=O)[O-]	-1.0	.
COc1ccccc1OCC(=O)NCc1ccc2c(c1)OCO2	7.1	.
COc1cc(C(=O)Nc2cccc3nsnc23)cc(OC)c1OC	2.4	.
CCC(=O)CC(O)(c1ccccc1)C(F)(F)C(F)F (configuration not stated)	3.4	.
Cc1nc2c(nnn2Cc2ccccc2)c(=O)n1-c1ccccc1	-0.6	92.1

# The list goes on.
smiles	HePTP inhibitor	BAP1 block
COc1ccc(NC(=O)CN(c2cccc([N+](=O)[O-])c2)S(=O)(=O)c2ccccc2)c(OC)c1	-14.1	.
O=C(Nc1cccc(C(F)(F)F)c1)c1cc2c(ccc3ccccc32)oc1=O	-11.5	.
CCOC(=O)C(C)NC(=O)C(NC(=O)C1CCC(CC)CC1)C(C)C (configuration not stated)	1.0	.
CCOC(=O)c1cccc(NC(=O)CCc2c(C)nc3ncnn3c2C)c1	1.6	101.7
Cc1ccc(C)c(N2C(=O)C3C(C2=O)N2CCCN2C3c2ccccc2)c1 (configuration not stated)	-6.0	.
CCOC(=O)c1ccccc1N/C=C(\C#N)C(=O)NCc1ccccc1	4.6	.
CCOc1ccc(C(=O)NCc2cccs2)cc1	-3.8	94.8
CCOC(=O)c1c(-c2ccccc2)oc2cc(Br)c(O)cc12	6.0	.
COC(=O)c1cccc(NC(=O)COc2ccc(Cl)cc2)c1	-0.9	.
C=CCC(Nc1ccccc1)C12C=CC(O1)C(C(=O)OC)=C2C(=O)OC (configuration not stated)	-13.4	.

# The list continues:
smiles	HePTP inhibitor	BAP1 block
Cc1cc(C)c2c(CN3CCN(CCO)CC3)cc(=O)oc2c1	4.6	114.2
Cc1nc2sc3c(NCc4ccco4)ncnc3c2c2c1COC(C)(C)C2	1.1	125.9
CC(=O)c1ccc(OCC(O)CN2CCCC(C)C2)cc1 (configuration not stated)	2.8	99.8
CCOCCCn1cnc2c(c1=O)c1nc3ccccc3nc1n2-c1ccccc1	8.8	157.1
COc1ccc(N2C(=O)NC(=O)/C(=C/c3cccc(OCc4ccccc4F)c3)C2=O)cc1	-11.0	.
Nc1nnc(SCc2coc(-c3ccc(Cl)cc3)n2)s1	31.3	96.2
COc1ccc(Cl)cc1N1CCN(CCNC(=O)Nc2ccccc2C)CC1	12.7	167.9
Cc1c(OCc2ccc([N+](=O)[O-])cc2)ccc2c3c(c(=O)oc12)CCCC3	-6.8	.
Cn1c(=NC(=O)c2cc3ccccc3oc2=O)sc2cc(Cl)ccc21	.	110.4
CCOc1ccc(C2C(C(=O)OC)=CN(CCOC)C=C2C(=O)OC)cc1	-10.1	.

# Further structures:
smiles	HePTP inhibitor	BAP1 block
CCOC(=O)c1c(-c2ccccc2)oc2cc(Br)c(OCC)cc12	3.8	.
Cc1oc(-c2cccc(Cl)c2)nc1CN1CCC(C(=O)N2CCN(c3ccccn3)CC2)CC1	6.0	97.0
CCCCCn1c(=O)c(C(=O)OCC)c(O)c2ccccc21	3.3	55.7
CCCCN(CCCNC(=O)C1CCCN(S(=O)(=O)CC)C1)Cc1ccccc1 (configuration not stated)	5.2	117.8
O=C(Oc1ccc(-c2nnco2)cc1)N1CCOCC1	.	92.2
O=C(/C=C/c1ccccc1Cl)c1c(-c2ccccc2)c2cc(Cl)ccc2[nH]c1=O	-14.3	.
COc1ccc(C(=O)N2CCN(c3ccccc3)CC2)cc1OC	-9.9	.
CC(C)(C)NC(=O)CSc1nnnn1C(C)(C)C	4.3	102.5
O=C(c1ccccc1)c1cncc(Br)c1	7.7	126.0
CN1C(=O)/C(=C/c2cc([N+](=O)[O-])ccc2O)SC1=S	13.9	.

# Continued.
smiles	HePTP inhibitor	BAP1 block
Cc1oc2cc(O)cc(O)c2c(=O)c1-c1ccc2c(c1)OCCCO2	-2.6	83.8
Cc1ccc(NC(=O)c2ccc(OCc3ccccc3)cc2)c([N+](=O)[O-])c1	2.5	.
Cc1cc(C)c2c(CC(=O)NCc3ccco3)coc2c1	5.7	88.8
CCOC(=O)c1[nH]c(C)c(C(=O)Nc2ccc(C)c(C)c2)c1C	2.6	97.3
COc1nc(N(C#N)CC(N)=O)nc(N2CCCC2)n1	11.9	99.8
CCN(CC)CCCN(Cc1cc2cc3c(cc2[nH]c1=O)OCCO3)C(=O)Nc1ccccc1	5.4	70.9
Cn1c(=O)cc2c3c(c(N)ccc31)C(=O)c1ccccc1-2	8.0	.
Cc1sc2nc(SCC(=O)NCc3ccco3)n(-c3ccccc3)c(=O)c2c1C	7.8	219.8
CCc1cc(=O)oc2c(CN3CCCC3)c(O)c(Cl)cc12	-3.4	i
Cc1c(C(=O)NCCCN2CCOCC2)sc2ncnc(N3CCN(c4ccccc4)CC3)c12	5.4	98.4

# Following part:
smiles	HePTP inhibitor	BAP1 block
CCc1ccccc1NC(=O)N[C@@H](C)C(=O)OC	4.7	101.5
CNC(=O)/C(=C\c1ccc(Cl)cc1)NC(=O)c1ccccc1	11.2	.
CCCCCCn1c2ccccc2c(=O)c2ccccc21	.	247.9
CC(=O)N1c2ccccc2C(=O)OC1c1cccnc1 (configuration not stated)	-6.9	65.7
O=C1c2oc3ccc(F)cc3c(=O)c2C(c2ccncc2)N1CCN1CCOCC1 (configuration not stated)	-8.5	89.7
CCCOc1cccc(C(=O)Nc2ccc(Cl)cn2)c1	6.1	.
CC(=O)C1=C(O)C(=O)N(c2cc(C(C)(C)C)on2)C1c1ccc(Br)cc1 (configuration not stated)	3.3	68.0
CC(C)C(NC(=O)C12CC3CC(CC(C3)C1)C2)C(=O)N/N=C/c1ccccc1C(F)(F)F (configuration not stated)	-0.1	.
CC(=O)Nc1ccc(NC(=O)N2CCCCC2)cc1	-10.8	100.6
COc1ccc(OC)c(N(CC(=O)Nc2cccc(C(F)(F)F)c2)S(C)(=O)=O)c1	7.1	.

# 4 entries from above, with each value named.
molecule: CCCOc1cccc(C(=O)Nc2ccc(Cl)cn2)c1
- HePTP inhibitor: 6.1
- BAP1 block: .
molecule: CC(=O)C1=C(O)C(=O)N(c2cc(C(C)(C)C)on2)C1c1ccc(Br)cc1 (configuration not stated)
- HePTP inhibitor: 3.3
- BAP1 block: 68.0
molecule: CC(C)C(NC(=O)C12CC3CC(CC(C3)C1)C2)C(=O)N/N=C/c1ccccc1C(F)(F)F (configuration not stated)
- HePTP inhibitor: -0.1
- BAP1 block: .
molecule: CC(=O)Nc1ccc(NC(=O)N2CCCCC2)cc1
- HePTP inhibitor: -10.8
- BAP1 block: 100.6

# New compounds follow.
smiles	HePTP inhibitor	BAP1 block
CCCCOC(=O)c1ccc(NC(=O)C2CCCO2)cc1 (configuration not stated)	7.3	133.3
O=C1CCC(=O)N1OCCCOc1ccc(Br)cc1Cl	7.6	107.1
CCC1CCCCN1Cc1nc2c(c(=O)n(C)c(=O)n2C)n1CCC(C)C (configuration not stated)	9.0	97.0
O=C(Nc1cccc(NC(=O)c2ccc(Br)o2)n1)c1ccc(Br)o1	9.9	.
O=C(Nc1ccc(Oc2ccccc2)cc1)c1ccco1	5.9&-6.6	111.1
CC(C)CC(=O)N1CCN(Cc2c[nH]c3ccccc23)CC1	-1.7	.
O=C(O)c1cc(NC(=O)c2ccc3c(c2)C(=O)N(N2C(=O)c4ccccc4C2=O)C3=O)cc(C(=O)O)c1	-19.3	.
Cc1cc(C(=O)NCCCN2CCCC2=O)no1	5.0	139.5
Cc1c(Cl)c(C(F)(F)F)nn1CC(=O)Nc1ccc(C#N)cc1	.	77.6
CCCC(=O)Nc1ccc(-c2nc3cc(C)ccc3o2)cc1	-1.2	170.4

# Other compounds.
smiles	HePTP inhibitor	BAP1 block
CC(C)(C)c1ccc(OCC(=O)Nc2ccc3oc(-c4ccc(F)cc4)nc3c2)cc1	.	226.7
O=C(Nc1ccccc1Oc1ccccc1)C1CC1	0.8	94.5
Cc1nc(CC(=O)Nc2nc(C(C)(C)C)cs2)cs1	2.8	133.3
CC(NC(=O)C1CCN(c2nnc(-n3cccc3)s2)CC1)C12CC3CC(CC(C3)C1)C2 (configuration not stated)	3.1	104.8
Cc1cc(C)nc(-n2nc(C)c(C3(O)C(=O)Nc4ccc(F)cc43)c2N)n1 (configuration not stated)	-7.8	96.8
Cc1ccccc1NCc1ccccc1O	4.8	101.7
Cc1ccc(/C=N/n2c(C)nnc2C)cc1	-10.8&-14.9	98.5
CCOC(=O)CC(/C(C)=N\O)c1ccccc1 (configuration not stated)	7.1	102.5
Cc1cccc(N2CCN(C(=O)C3CCN(S(=O)(=O)c4cccc5cccnc45)CC3)CC2C)c1 (configuration not stated)	2.6	79.0
O=C(CSc1nnc(-c2cnccn2)n1Cc1ccco1)Nc1ccc(Br)cc1	6.8	80.0

# Complete entries, quoted from the list. Screens in order: HePTP inhibitor | BAP1 block
# Listed for Cc1c(C(=O)NCCCN2CCOCC2)sc2ncnc(N3CCN(c4ccccc4)CC3)c12 → 5.4 | 98.4
# Listed for COc1ccc(NC(=O)CN(c2cccc([N+](=O)[O-])c2)S(=O)(=O)c2ccccc2)c(OC)c1 → -14.1 | .

# Later entries
smiles	HePTP inhibitor	BAP1 block
O=S(=O)(CCSc1nc2ccccc2o1)c1nc2ccccc2s1	-13.0	100.9
O=C1C(=O)N(CCCN2CCOCC2)C(c2cccs2)/C1=C(/O)c1ccc2c(c1)OCO2 (configuration not stated)	2.4	76.4
Cc1ccc(C(=O)O)cc1S(=O)(=O)N1CCC(C(=O)O)CC1	-3.1	84.0
COC(=O)c1ccccc1NC(=O)C1CC(=O)N(c2ccc(F)cc2)C1 (configuration not stated)	17.3	86.8
O=C(CSc1nc2ccccc2c(=O)n1-c1ccccc1)Nc1ccc(F)cc1	2.2	.
CC(=O)NCCc1ccc(S(=O)(=O)NC2OC(=O)c3ccccc32)cc1 (configuration not stated)	8.0	102.0
CCc1ccc(NCCC(=O)c2ccc(Cl)c(Cl)c2)cc1	11.6	.
Cc1n[nH]c(C)c1CCCCCOc1ccc(F)cc1	-7.1	.
O=C(NCC12CC3CC(C1)CC(CNC(=O)N1CCCC1)(C3)C2)N1CCCC1	11.9	108.8
CCN1CCN(C2CCN(C(C)=O)CC2)CC1	7.4	96.7
